Compound activity deposited in PubChem by National Center for Advancing Translational Sciences (NCATS).
KDM5B inh – blocks human KDM5B histone demethylase activity. Q9UGL1. KDM5B demethylase, FDH-coupled NADH fluorescence (FDH is formaldehyde dehydrogenase). Potency, µM (top dose mostly 57.7 µM), without a hit: at the top dose activity change, negative = inhibition, most hits filed as inhibitors. hit rate 2.6% among 220,000; active = well fitted inhibition curve with a large enough effect; inconclusive = small, poorly fitted or top-dose-only effect; inactive = no such curve, though single readings can be large or run the other way; note: 0% is about no effect; nearly all actives have a fitted effect of over 70% in size
Target sequence (Q9UGL1 whole entry, looked up): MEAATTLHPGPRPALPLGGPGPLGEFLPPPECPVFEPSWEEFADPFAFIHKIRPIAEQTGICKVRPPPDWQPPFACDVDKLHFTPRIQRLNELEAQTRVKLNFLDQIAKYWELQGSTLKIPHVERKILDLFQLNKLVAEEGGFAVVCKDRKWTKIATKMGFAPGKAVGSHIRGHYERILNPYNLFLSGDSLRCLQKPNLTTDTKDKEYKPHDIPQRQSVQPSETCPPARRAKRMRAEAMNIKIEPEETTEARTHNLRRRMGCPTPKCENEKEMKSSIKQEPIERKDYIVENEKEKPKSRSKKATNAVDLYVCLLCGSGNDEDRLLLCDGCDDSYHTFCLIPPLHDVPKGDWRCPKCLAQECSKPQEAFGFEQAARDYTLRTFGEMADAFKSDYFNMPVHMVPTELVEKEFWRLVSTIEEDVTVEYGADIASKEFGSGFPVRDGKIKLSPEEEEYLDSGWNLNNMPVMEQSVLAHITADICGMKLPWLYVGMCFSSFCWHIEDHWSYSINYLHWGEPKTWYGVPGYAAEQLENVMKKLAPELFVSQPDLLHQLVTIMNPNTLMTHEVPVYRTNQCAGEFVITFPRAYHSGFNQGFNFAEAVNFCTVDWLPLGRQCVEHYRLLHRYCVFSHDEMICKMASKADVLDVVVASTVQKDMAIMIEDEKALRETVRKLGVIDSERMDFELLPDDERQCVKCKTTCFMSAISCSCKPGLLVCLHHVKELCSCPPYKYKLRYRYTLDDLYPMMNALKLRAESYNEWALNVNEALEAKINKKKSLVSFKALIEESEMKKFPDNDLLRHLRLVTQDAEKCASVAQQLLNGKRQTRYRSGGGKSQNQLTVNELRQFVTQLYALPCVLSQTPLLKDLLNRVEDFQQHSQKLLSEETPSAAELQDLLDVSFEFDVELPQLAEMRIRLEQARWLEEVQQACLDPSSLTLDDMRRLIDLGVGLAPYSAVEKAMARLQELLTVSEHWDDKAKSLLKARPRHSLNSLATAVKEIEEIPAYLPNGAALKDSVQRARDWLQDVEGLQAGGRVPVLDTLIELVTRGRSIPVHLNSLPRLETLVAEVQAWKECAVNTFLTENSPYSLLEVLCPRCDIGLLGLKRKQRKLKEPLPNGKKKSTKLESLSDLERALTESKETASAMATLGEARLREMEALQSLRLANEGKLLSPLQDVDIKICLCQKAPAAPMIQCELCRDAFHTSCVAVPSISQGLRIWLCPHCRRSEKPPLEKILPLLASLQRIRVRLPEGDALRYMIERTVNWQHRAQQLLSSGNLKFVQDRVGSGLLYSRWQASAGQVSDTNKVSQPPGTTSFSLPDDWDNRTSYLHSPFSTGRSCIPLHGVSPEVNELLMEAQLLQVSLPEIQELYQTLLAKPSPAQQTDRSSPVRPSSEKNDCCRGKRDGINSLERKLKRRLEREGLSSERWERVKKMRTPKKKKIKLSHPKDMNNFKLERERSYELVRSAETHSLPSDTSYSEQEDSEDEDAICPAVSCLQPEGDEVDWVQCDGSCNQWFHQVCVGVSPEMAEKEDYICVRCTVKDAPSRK
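Coupled FDH/NAD⁺ fluorescence readout. KDM5BΔAP 200 nM final; compound titration, 10 min RT preincubation; substrate mix 12.5 µM H3K4me3, 25 µM 2-OG, 50 µM Fe(II), 100 µM ascorbate, 0.25 mM NAD⁺, 0.25 U/mL FDH; ΔRFU over 30 min.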
* hit, by the source's call; u = inconclusive; [ ] = dose if it differs, or a comment. Potency is the fitted concentration of half-maximal effect. These rows are one share of the data; the hit share may differ from the screen's.

SMILES | KDM5B inh
COc1ccccc1NC(=O)COc1nc(CC(C)C)c2c(c1C#N)CCCC2 | 3%
O=C(CC1CCCC1)N1CCCC(c2noc(COc3ccccc3F)n2)C1 (stereo not given) | -7%
COc1ccccc1CNc1ccc(-c2nc(-c3cccnc3)no2)cc1[N+](=O)[O-] | -17%
O=C1CCN(Cc2ccccc2OCC(O)CN2CCCCC2)CCN1 (stereo not given) | 34%[activator]
CCc1noc(-c2ccn3c(CNC(=O)c4ccc(C(C)(C)C)cc4)nnc3c2)n1 | u
COc1cccc(CNC(=O)[C@@H]2C[C@@H](O)CN2C2CCN(C(=O)c3ccc(OC)cc3C)CC2)c1 | 1%
CC1CCCN(C(=O)C2CCN(S(=O)(=O)c3cccc4nonc34)CC2)C1 (stereo not given) | -10%
Cc1ccc(CSc2nc(N)cc(=O)[nH]2)cc1 | 37%
CC(C)c1nccn1CCCNC(=O)c1ccc(-c2ccc(F)cc2)nc1 | -14%
CC(Cn1cccn1)C(=O)N1CCC(Oc2ccccc2)(C(=O)O)CC1 (stereo not given) | -18%
Cc1cc(=O)oc2c(C)c(OC(=O)CN3C(=O)NC4(CCCC4)C3=O)ccc12 | 117%[activator]
O=C(CNc1cccc(C(F)(F)F)c1)N/N=C/c1ccccc1C(=O)O | -13%

Three compounds out of the list, arranged by molecular weight, descending.
SMILES | KDM5B inh
COc1ccccc1CNc1ccc(-c2nc(-c3cccnc3)no2)cc1[N+](=O)[O-] | -17%
O=C(CC1CCCC1)N1CCCC(c2noc(COc3ccccc3F)n2)C1 (stereo not given) | -7%
CC(C)c1nccn1CCCNC(=O)c1ccc(-c2ccc(F)cc2)nc1 | -14%

(list continues)
SMILES | KDM5B inh
CN1CCN(C(=O)c2cc(=O)[nH]o2)CC12CCC(=O)N(CCO)CC2 (stereo not given) | 7%
CN1CCCC2(C1)CN(C)c1ccc(C(=O)NCCc3ccccc3)cc12 (stereo not given) | 32µM*
Cc1oc(-c2ccc(Cl)cc2)nc1CS(=O)CC(=O)NCc1ccc(Cl)cc1 (stereo not given) | 24%
CC(=O)Nc1cc(C(=O)COC(=O)c2ccc3ccccc3c2)ccc1O | -6%
O=C(Nc1ccccc1Cl)c1ccc2ccccc2n1 | -27%
Cc1ccc(NC(=O)COC(=O)c2ccc3ccccc3n2)c(C)c1 | 9%
COc1cc(/C=C(/C#N)C(=O)Nc2ccccc2C(F)(F)F)ccc1OCc1ccc(F)cc1 | 20%
CN1CCCCCCN(C(=O)CC2CCCC2)[C@H]2CCC[C@H]2C1=O | 7%
CCOC(=O)C1(Cc2cccc(C(F)(F)F)c2)CCN(Cc2ccc(COC)o2)CC1 | -7%
COc1ccc(OC)c(CNC(=O)CCn2c(=O)c3cccn3c3ccc(F)cc32)c1 | -11%
COCCn1c(=O)n([C@H]2CCCN(C(=O)CN3CCCC3=O)C2)c2ncccc21 | 23%
Cn1cc(C(=O)N2CCC(N3C(=O)C(OCC4CC4)C34CCOCC4)CC2)cn1 (stereo not given) | -4%
Cc1cc(NC(=O)CCc2nc3cccnc3n2-c2ccccc2)ccc1Br | -27%
CCOc1ccccc1C(=O)N1CCN(C(=O)c2nnn3c2COC(c2ccccc2)C3)CC1 (stereo not given) | 18%
COc1cc(NC(=O)c2cc3cc4ccc(OC)c(Cl)c4nc3s2)cc(OC)c1 | -14%
COC(=O)CNC(=O)c1nc(-c2ccc(Cl)nc2)c2ccccn12 | u
CCc1ccc2oc(C(=O)N3CCN(c4ccc(OC)cc4)CC3)cc(=O)c2c1 | 16%
Cn1c(=O)c2c(nc(NCCO)n2Cc2c(Cl)cccc2Cl)n(C)c1=O | 19%
CCc1ccccc1NC(=O)c1ncoc1-c1ccc(OC)c(OC)c1 | u
Cn1ccnc1C(NC(=O)c1n[nH]c(=O)c2ccccc12)c1ccccc1 (stereo not given) | -20%
COc1ccc(CNC(=O)c2nc(SCc3ccccc3F)ncc2Cl)cc1 | -23%
CC(C)c1noc(C2CCCN(Cc3cccnc3)CCC(=O)NCC2)n1 (stereo not given) | u
COc1ccc(-c2nc3cc(C)ccn3c2NC(=O)c2ccc(F)cc2)cc1 | u
CC1(C(=O)Nc2cccc(Br)c2)Cc2ccccc2C(=O)O1 (stereo not given) | -13%
CC(NC(=O)C1CCCN(c2cnc3nccnc3c2)C1)c1ccccn1 (stereo not given) | 6%
O=C(CCS(=O)(=O)c1cc2c3c(c1)CCN3C(=O)CC2)NCc1ccc(Cl)cc1 | u
COC1CCOC2(CCN(C(=O)NCCc3ccccc3)CC2)C1 (stereo not given) | -8%
O=[N+]([O-])c1ccc(Cl)c(NC2=NCCCCC2)c1 | 19%
Cc1cccc(OCC(=O)c2ccc3c(c2)N(CC(=O)N(C)Cc2ccccc2)C(=O)CO3)c1 | -3%
Cc1noc(C)c1S(=O)(=O)N1CCOC[C@H](Oc2ccc(C(F)(F)F)cc2)C1 | -16%[86.2 µM]
CCCCCCN(CCC(=O)NCCOC)C(=O)c1ccoc1 | -8%
COc1ccccc1/C=N\NC(=O)c1ccc(COc2ccc(C)c(C)c2)o1 | 11%
COc1ccccc1C1=Nn2c(nc3sc(C(=O)Nc4ccccc4Cl)c(C)c3c2=O)SC1 | u
O=C(Cc1cccs1)N1CCCn2cc(-c3ccccc3)nc21 | u
COc1ccc2[nH]c3c(c2c1)CCNC31CCN(C(=O)c2nccc3ccccc23)CC1 | -5%
CCCC1(CO)CCCN(Cc2ccc(OCC(=O)N3CCCC3)cc2)C1 (stereo not given) | 26%
CCC(NC(=O)CN(C)Cc1ccc(C)o1)c1ccc(C)cc1 (stereo not given) | -16%
O=C(CN1C(=O)NC2(CCCCCC2)C1=O)Nc1ccc(Cl)c([N+](=O)[O-])c1 | -35%
O=C(NC1CCCCC1)N1CCCCC1c1nc(-c2cnccn2)n[nH]1 (stereo not given) | u
COc1ccc(-c2c(C)c3ccc(O)c(C)c3oc2=O)cc1 | u
O=C(O)c1c(-c2ccccc2)oc2ccc(OCc3c(F)cccc3Cl)cc12 | u
COc1ccc2[nH]cc(CCNC(=O)CCC3CCCCC3)c2c1 | -12%
COc1cc(/C=C/C(=O)c2cccc([N+](=O)[O-])c2)cc(OC)c1 | 16%
Cc1nn2c(c1-c1cccnc1N1CCOCC1)N(CC1CC1)CCC2 | 35µM*
Cc1ccc(C(=O)Nc2ccc(C(O)[C@H]3COCC(=O)N3Cc3ccccc3F)cc2)cc1 (stereo not given in full) | 1%
Cc1cnc(C2CC2)n1CCNS(=O)(=O)c1ccccc1Cl | -4%
Cc1cccc(C)c1-n1nnnc1SCn1nnc2ccccc2c1=O | 19%
CCC[C@H]1CN(Cc2ccccc2C#N)C[C@@H]1NS(C)(=O)=O | u
COc1ccc(CNC(=O)CSc2nnc3c4cc(-c5ccc(F)cc5)nn4ccn23)cc1 | 15%
O=S(=O)(c1ccc(-n2cccn2)cc1)N1CCCC2(CCNC2)C1 (stereo not given) | -1%
Cc1ccc2nc(-c3cc(NC(=O)/C=C/c4ccccc4)ccc3Cl)oc2c1 | -19%
COCCN1CCCCCC(O)c2cc(C(=O)NCCN3CCCC3)ccc21 (stereo not given) | u
COCCn1c(-c2ccc(OC)cc2)nc2c1c(=O)[nH]c(=O)n2CC(C)C | u
O=C(Nc1ccc2c(c1)CCCN2C(=O)c1cccs1)c1ccccc1 | -1%
N#Cc1ccc(O[C@@H]2CCOC[C@H]2NC(=O)CCc2cc(=O)[nH]o2)cc1 | -17%
Cc1ccc2nc(COc3cccc(NC(=O)Nc4ccc(C)c(Cl)c4)c3)cc(=O)n2c1 | -2%
CC(=O)N1c2ccccc2-c2nnc(SCc3ccccc3)nc2OC1C (stereo not given) | 13%
CC(C)CNC(=O)c1ccc2c(c1)NC(C)(COc1ccc3[nH]ccc3c1)CO2 (stereo not given) | 32µM*
Cc1cc(NC(=O)COC(=O)c2ccc([N+](=O)[O-])cc2Cl)no1 | -12%
CCn1c(SC(C)C(=O)Nc2ccc3c(c2)OCO3)nc2ccc(Br)cc2c1=O (stereo not given) | 25%

Following part.
SMILES | KDM5B inh
COC(=O)c1cn(CC(=O)N2CCC(C)CC2)c2ccccc12 | -3%
CCc1ccc(NS(=O)(=O)c2ccc3c(c2)c(=O)n(CC(=O)N2CCCCCC2)c(=O)n3C)cc1 | 13%
Cc1noc(C)c1S(=O)(=O)N1CCC2(C1)C(=O)Nc1ccccc12 (stereo not given) | 6%[115 µM]
COc1ccc(-c2noc(N3CCN(c4ccc(Cl)cc4)CC3)n2)cc1OC | -8%
CCc1ccccc1-n1c(SCc2nc3ccccc3o2)nnc1N1CCOCC1 | 5%
COc1cc2[nH]c(=O)n(CCC(=O)N3CCN(c4ccc(Cl)cc4)CC3)c(=O)c2cc1OC | -13%
Cc1ccc(S(=O)(=O)N(C)C)cc1NC(=O)c1c(-c2c(F)cccc2Cl)noc1C | -2%
O=C(Nc1ccc(Cl)cc1)c1cc(S(=O)(=O)Nc2ccccn2)ccc1Cl | -43%
O=C1N(c2ccccc2)CCOC12CCN([S+](=O)([O-])c1cccnc1)CC2 | 14%[86.2 µM]
O=C(CS(=O)(=O)c1ccc(Cl)cc1)Nc1nc2ccc(Br)cc2s1 | -19%
CC(C)c1nnc(NC(=O)c2nn(Cc3ccccc3)c(=O)c3ccccc23)s1 | 17%
CC1(C2CC2)NC(=O)N(CC(=O)Nc2cccc3cccnc23)C1=O (stereo not given) | 7%
COc1ccccc1CCC(=O)N1CCN(c2cc(-c3ccc(Cl)cc3)[nH]n2)CC1 | u
O=C(CCn1c(=O)c2ccccc2n(Cc2ccc(Cl)cc2)c1=O)NCc1ccc2c(c1)OCO2 | -24%
COC(=O)[C@H](CC(C)C)N(CCCc1cn(Cc2ccccc2)nn1)S(=O)(=O)c1ccccc1Br | 26%
COc1ccc(-c2nnc(SCC(=O)Nc3ccc(C(C)=O)cc3)nc2-c2ccc(OC)cc2)cc1 | -17%
CCOP(=O)(OCC)c1nc(-c2ccc(C)cc2)oc1N1CCOCC1 | u
CCc1ccccc1Nc1ncnc2c1nc1n2CCCC1 | 11%
O=C1COCC2(CN(Cc3cc(F)ccc3F)C2)CN1Cc1ccccc1 | 1%[86.2 µM]
Cc1cccc(NS(=O)(=O)c2ccc3nc(-c4ccccc4)[nH]c3c2)c1C | u
Cc1nnsc1-c1c(C(=O)N2CCOCC2)c(C)nn1-c1ccc(Cl)cc1 | 27%
O=C(c1c(OCC2CC2)cc(=O)n2c1CCCCC2)N1CCN(c2ccccn2)CC1 | u
Cc1cc(C(F)(F)F)nn1CC(=O)NCC1Cn2cccc2C(=O)N1Cc1ccccc1 (stereo not given) | -33%
Cc1nc(Nc2ccccc2)sc1C(=O)c1ccccc1 | 0%
CCOc1ccc(NC(=O)C(C)NC(=O)c2ccccc2Cl)cc1S(=O)(=O)N1CCCC1 (stereo not given) | -10%
Cc1nn(-c2ccc(C(F)(F)F)cc2)c(C)c1[C@@H]1C=C[C@@H](NC(=O)Nc2ccccc2)C1 | 17%[86.2 µM]
CN(C)c1ccc(NC(=O)CCSc2nc(-c3ccco3)cc(C(F)(F)F)n2)cc1 | u
Oc1ccccc1-c1nc(/C=C/c2ccc(F)cc2)no1 | -16%
COCCN1C(=O)CCC2(CNC(=O)Cc3c(C)noc3C)CCCC=C12 (stereo not given) | -1%
CN1c2ccccc2-c2nc(SCC(=O)Nc3ccccc3C(F)(F)F)ncc2S1(=O)=O | u
COc1cc(C)cc(OC)c1OCc1ccc(C#N)cc1 | 22%
O=C(O)CC/C(=C/c1csc(-c2ccc(Cl)cc2)n1)c1nc2ccccc2s1 | u
COc1ccc(-n2nc(C3CCCN(C(=O)c4ccccc4F)C3)[nH]c2=O)cc1 (stereo not given) | 11%
CCOc1ccc2c(n1)CCN(C(=O)c1ccc(OCC)c(OCC)c1)C2 | -33%
COCCCNC(=O)c1cc(-c2cccnc2)nc2ccccc12 | -28%
COc1cc(NC(=O)Nc2cc3c(cc2N2CCCC2)n(C)c(=O)n3C)cc(OC)c1 | 9%
CCCCNC(=O)CC(c1ccc(OC)cc1OC)c1c[nH]c2c(CC)cccc12 (stereo not given) | u
CC(C(=O)N1CCNC1=O)N(C)Cc1ccc(Cl)cc1 (stereo not given) | 5%

Of the compounds above, these contain an NH in an aromatic ring:
SMILES | KDM5B inh
Cc1ccc(CSc2nc(N)cc(=O)[nH]2)cc1 | 37%
CN1CCN(C(=O)c2cc(=O)[nH]o2)CC12CCC(=O)N(CCO)CC2 (stereo not given) | 7%
Cn1ccnc1C(NC(=O)c1n[nH]c(=O)c2ccccc12)c1ccccc1 (stereo not given) | -20%
COc1ccc2[nH]c3c(c2c1)CCNC31CCN(C(=O)c2nccc3ccccc23)CC1 | -5%
O=C(NC1CCCCC1)N1CCCCC1c1nc(-c2cnccn2)n[nH]1 (stereo not given) | u
COc1ccc2[nH]cc(CCNC(=O)CCC3CCCCC3)c2c1 | -12%
COCCn1c(-c2ccc(OC)cc2)nc2c1c(=O)[nH]c(=O)n2CC(C)C | u
N#Cc1ccc(O[C@@H]2CCOC[C@H]2NC(=O)CCc2cc(=O)[nH]o2)cc1 | -17%
CC(C)CNC(=O)c1ccc2c(c1)NC(C)(COc1ccc3[nH]ccc3c1)CO2 (stereo not given) | 32µM*
COc1cc2[nH]c(=O)n(CCC(=O)N3CCN(c4ccc(Cl)cc4)CC3)c(=O)c2cc1OC | -13%
COc1ccccc1CCC(=O)N1CCN(c2cc(-c3ccc(Cl)cc3)[nH]n2)CC1 | u
Cc1cccc(NS(=O)(=O)c2ccc3nc(-c4ccccc4)[nH]c3c2)c1C | u
COc1ccc(-n2nc(C3CCCN(C(=O)c4ccccc4F)C3)[nH]c2=O)cc1 (stereo not given) | 11%
CCCCNC(=O)CC(c1ccc(OC)cc1OC)c1c[nH]c2c(CC)cccc12 (stereo not given) | u
